Source: PubChem (several laboratories)
TPT1 inh = inhibitors of Candida albicans tRNA 2'-phosphotransferase TPT1; recombinant caTPT1, FP RNA substrate dephosphorylation; inhibition, % at 5 µM; 300,000 compounds, 0.81% hits;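 active = inhibition above the mean of all tested compounds plus 3 SD, set per screening campaign, cut at about 24% in these data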;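 also: plate controls were DMSO alone for no effect and ferristatin control at 100 nM for full effect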
PP1 counter = counter-screen for PP5 inhibitors: inhibitors of human PP1-alpha | P62136 | 320,000 compounds, 0.9% hits | purified PP1alpha, OMFP fluorescence | AID 2235 | inhibition, % at 6.7 µM;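 active = inhibition above the mean inhibition of all tested compounds plus 3 SD, computed separately for each screening campaign, cut at about 15% in these data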
Target sequence (P62136 whole entry, looked up): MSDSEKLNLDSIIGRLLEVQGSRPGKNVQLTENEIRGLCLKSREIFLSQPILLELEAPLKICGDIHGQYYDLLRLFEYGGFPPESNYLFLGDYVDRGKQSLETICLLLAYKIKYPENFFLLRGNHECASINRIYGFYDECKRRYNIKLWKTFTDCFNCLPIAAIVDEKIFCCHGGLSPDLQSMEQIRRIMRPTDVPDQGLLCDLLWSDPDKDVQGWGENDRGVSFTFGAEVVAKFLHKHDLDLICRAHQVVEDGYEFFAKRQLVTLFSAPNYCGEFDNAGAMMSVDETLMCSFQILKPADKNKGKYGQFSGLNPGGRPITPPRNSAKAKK
EBNA-1 inh = blocks EBNA-1 binding to DNA; EBNA-1 DNA binding, fluorescence polarization; inhibition, % at 14.8 µM; 300,000 compounds, 0.34% hits; in the data active = inhibition above about 28%
PP5 primary = blocks human protein phosphatase 5 activity; P53041; purified PP5c, OMFP substrate fluorescence; inhibition, % at 6.7 µM; 320,000 compounds, 0.18% hits;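 active = inhibition above the campaign's mean inhibition across all tested compounds plus 3 SD, cut at about 9.5% in these data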;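 also: 0% = DMSO only and 100% = 100 µM cantharidin control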
Fh CTSL1 inh = blocks F. hepatica cathepsin L1 in PFM18AAP counter-screen | 300,000 compounds, 0.49% hits | AID 1906 | recombinant F. hepatica cathepsin L1, Z-Leu-Arg-MCA fluorescence | inhibition, % at 5.96 µM;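 active = inhibition above the mean of all tested compounds plus 3 SD, set per screening campaign, cut at about 17% in these data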;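 also: 0% = plate median of test compound wells and 100% = 1 µM Z-Phe-Ala-diazomethylketone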
ZTA counter = ZTA (EBV) inhibition in EBNA-1 counter-screen. P03206. 320,000 compounds, 0.15% hits. ZTA-DNA binding, fluorescence polarization. inhibition, % at 11 µM; in the data active = inhibition above about 33%
Target sequence (P03206 whole entry, looked up): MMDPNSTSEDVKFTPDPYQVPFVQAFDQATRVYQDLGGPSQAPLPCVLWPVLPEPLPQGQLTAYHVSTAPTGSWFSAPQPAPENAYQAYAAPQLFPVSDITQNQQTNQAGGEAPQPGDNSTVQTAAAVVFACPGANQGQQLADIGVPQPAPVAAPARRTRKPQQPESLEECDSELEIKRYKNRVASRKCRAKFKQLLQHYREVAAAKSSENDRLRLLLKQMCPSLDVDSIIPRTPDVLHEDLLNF
core dimer inh = HCV core protein dimerization inhibition; TR-FRET GST/Flag-core106 dimerization, 1536-well; inhibition, % at 5 µM; 300,000 compounds, 0.33% hits; AID 1899;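 active = inhibition above the mean of all tested compounds plus 3 SD, set per screening campaign, cut at about 45% in these data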
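Assay system: Tagged HCV core106 pair (GST and Flag) | Buffer or medium: KF-containing HEPES buffer, pH 7.45, DTT, CHAPS, BSA | Also added: Eu donor and XL665 acceptor anti-tag antibodies | Dosing: One concentration, 5 µM, in 0.5% DMSO | Timing: 4 h at 22.5 °C | Technique: TR-FRET 671 and 617 nm emission | Repeats: Singlicate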
CR mimetic SO = caloric restriction mimetics inhibiting age-related superoxide in yeast; AID 2690; 330,000 compounds, 0.18% hits; superoxide response (% of plate mean), % at 10 µM; S. cerevisiae aged cells, superoxide DHE fluorescence; active compounds read low;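 active = superoxide response under a set limit, about three screen SD below normal, cut at about 65% in these data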;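 also: yeast aged for seven days with compound at 30 °C before DHE staining; 100% = average MFI of all compound-treated wells on the plate with controls excluded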
JMJD2C inh = inhibitors of human GASC-1 (JMJD2C) demethylase. Q9H3R0. GST-JMJD2C(1-420) H3K9me3 demethylation, DELFIA europium. inhibition, % at 2.35 µM. 330,000 compounds, 0.069% hits;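 active = more than half of a compound's replicate wells show inhibition beyond 50%, single wells judged on their own value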;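 also: signal counts dimethyl H3K9 product captured on neutravidin plate; 0% = median of DMSO wells and 100% = 0.3 times that DMSO median; strong numbers were not always called active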
Target sequence (Q9H3R0 1-420 limits assumed): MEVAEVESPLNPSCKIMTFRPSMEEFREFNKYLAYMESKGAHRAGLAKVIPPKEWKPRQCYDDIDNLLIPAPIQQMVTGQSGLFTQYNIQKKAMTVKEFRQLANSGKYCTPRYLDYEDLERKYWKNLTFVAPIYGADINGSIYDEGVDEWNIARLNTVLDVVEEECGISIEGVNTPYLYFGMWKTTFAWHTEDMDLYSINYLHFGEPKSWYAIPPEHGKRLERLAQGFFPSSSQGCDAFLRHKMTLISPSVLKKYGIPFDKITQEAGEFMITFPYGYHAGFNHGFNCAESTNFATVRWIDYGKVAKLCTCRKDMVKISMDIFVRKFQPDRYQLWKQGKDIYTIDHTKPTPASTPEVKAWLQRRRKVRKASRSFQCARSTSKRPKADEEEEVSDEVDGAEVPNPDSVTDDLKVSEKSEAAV
* hit, by the source's call; / = no result given.

Below each SMILES: TPT1 inh | PP1 counter | EBNA-1 inh | PP5 primary | Fh CTSL1 inh | ZTA counter | core dimer inh | CR mimetic SO | JMJD2C inh
- COc1ccccc1N1CCN(C(=O)CCc2ccccc2)CC1
→ 3 | -1 | -11 | 3.0 | -2 | -8 | 4 | 106 | 0
- N#CC1=C(N)NC(SCc2ccc(Cl)cc2)=C(C#N)C12CCCCC2
→ 1 | 8 | 0 | 5.8 | -2 | 5 | 9 | 113 | -16
- COc1ccc(NC(=O)c2cccc(F)c2)cc1Cl
→ -1 | -2 | -4 | 2.1 | 10 | -10 | -7 | 103 | -7
- CN(C)c1nc(N(C)C)n(C(=O)c2ccc(F)cc2)n1
→ 1 | -1 | 1 | 0.0 | -3 | 1 | -4 | 92 | 10
- O=C(Cn1cnc2ccccc2c1=O)NCC(=O)N1CCN(Cc2ccc3c(c2)OCO3)CC1
→ -2 | 0 | -1 | 2.7 | -2 | -19 | -7 | 92 | 4
- COCc1cc(=O)n2[nH]c(-c3cccs3)cc2n1
→ -4 | -5 | -8 | -1.3 | -3 | 2 | 0 | 93 | -2
- Cc1nc(S(=O)(=O)N(C)c2ccccc2)c(C#N)c(C)c1Cl
→ 0 | -3 | 5 | -0.1 | -3 | 17 | 8 | 104 | 8
- C[C@@H](O)C(C(=O)N1CCNCC1)n1cc([C@@H](N)CCCCN)nn1 (some centres not stated)
→ -2 | 2 | 1 | 2.8 | -2 | -7 | -1 | 90 | 9
- Cc1ccccc1NC1C=CS(=O)(=O)C1 (configuration not stated)
→ 1 | 1 | 1 | -0.1 | -2 | -3 | -1 | 109 | 0
- CCc1ccc2ncc(S(=O)(=O)c3ccc(C)c(C)c3)c(N3CCCC3)c2c1
→ -2 | 1 | 0 | 2.0 | 7 | 15 | 3 | 92 | -6
- Cc1cccc(C)c1NC(=O)CCCSc1nc2ccccc2s1
→ -6 | 3 | 7 | 0.6 | -4 | 6 | -6 | 103 | 1
- N#C/C(=C\c1cn(-c2ccccc2)nc1-c1cccnc1)c1nnc2n1CCCCC2
→ 0 | -1 | 6 | -1.1 | 3 | 4 | 2 | 96 | -12
- O=S(=O)(Cc1ccccc1Cl)NCCc1ccc(F)cc1
→ -3 | 0 | 7 | -1.0 | 2 | -7 | 2 | 108 | -22
- O=C(O)CNC(=O)C(CS)Cc1ccccc1 (configuration not stated)
→ -3 | -1 | -3 | -3.3 | 3 | -5 | 0 | 98 | /
- O=C(NCCN1CCc2ccccc2C1)C1CCN(S(=O)(=O)N2CCC3(CC2)OCCO3)CC1
→ -2 | 3 | -14 | 3.1 | -4 | 3 | -6 | 104 | 6
- COc1ccccc1N1CCN(c2nc(C)nc3c2oc2ccccc23)CC1
→ 1 | 1 | 2 | 10* | 0 | -7 | 7 | 101 | -3
- COc1ccccc1C(=O)Nc1ccnn1C1CCN(CCCC2CCCC2)CC1
→ -1 | 0 | 0 | 0.2 | 1 | -12 | -14 | 92 | 14
- c1ccc(CC[C@@H]2CC[C@@H](CCc3ccccc3)N2)cc1
→ / | -4 | / | -0.2 | / | -8 | / | 83 | 8
- CC(C)(C)c1ccc(S(=O)(=O)N2CC(=O)Nc3ccccc32)cc1
→ 1 | 3 | -1 | 2.7 | -3 | -29 | -5 | 98 | -10
- COc1cccc(NC(=O)Cn2c(=O)oc3ccccc32)c1
→ -2 | 0 | -3 | 5.3 | 0 | 1 | -10 | 84 | 6
- C=CCN1C(=O)CSc2ccc(C(=O)OCC)cc21
→ -2 | -3 | 0 | 1.3 | -5 | -5 | -1 | 112 | -2
- Cc1cc(C)cc(C(=O)NCC(=O)OCC(=O)Nc2ccc(C)cc2Br)c1
→ 2 | 0 | -6 | 3.6 | -10 | 11 | -2 | 92 | -2
- O=C(NCc1ccco1)/C(=C\c1cccs1)NC(=O)c1ccccc1
→ -2 | 2 | 10 | -0.1 | 1 | 2 | 2 | 89 | 21
- CCc1nnc(NC(=O)[C@@H](NC(=O)c2ccc(C(C)(C)C)cc2)C(C)C)s1
→ -4 | 3 | 2 | 4.7 | 3 | -8 | 12 | 104 | -1
- CCn1c(C)c(C(C)=O)c(N2CCN(C(=O)c3ccco3)CC2)nc1=S
→ -2 | 2 | 2 | 3.3 | -3 | -13 | -2 | 94 | -9
- COc1cc(/C=C(\C#N)C(=O)Nc2ccccn2)ccc1O
→ 34* | 10 | 4 | 0.9 | 10 | 0 | -8 | 123 | -8
- O=c1ccnc2n1COCS2
→ -2 | 2 | 5 | -3.1 | -3 | -1 | -2 | 94 | -8
- Cc1cc(C(=O)OCC(=O)Nc2cc(S(=O)(=O)N3CCOCC3)ccc2Cl)c(C)o1
→ -3 | -1 | 9 | 0.6 | -7 | 4 | 1 | 99 | -3
- COc1cccc(N/C(SCc2ccccc2F)=C(/C#N)C(=O)NCc2cccs2)c1
→ 2 | 3 | 8 | 4.0 | -1 | 1 | 9 | 105 | -7
- O=C(CNC(=O)Cc1cccc2ccccc12)NCc1ccc(F)cc1
→ -4 | 0 | 9 | 0.0 | -1 | -20 | -17 | 106 | -2

Part of the list above, reformatted.
Structure,TPT1 inh,PP1 counter,EBNA-1 inh,PP5 primary,Fh CTSL1 inh,ZTA counter,core dimer inh,CR mimetic SO,JMJD2C inh
COc1ccccc1N1CCN(c2nc(C)nc3c2oc2ccccc23)CC1,1,1,2,10*,0,-7,7,101,-3
COc1ccccc1C(=O)Nc1ccnn1C1CCN(CCCC2CCCC2)CC1,-1,0,0,0.2,1,-12,-14,92,14
c1ccc(CC[C@@H]2CC[C@@H](CCc3ccccc3)N2)cc1,/,-4,/,-0.2,/,-8,/,83,8
CC(C)(C)c1ccc(S(=O)(=O)N2CC(=O)Nc3ccccc32)cc1,1,3,-1,2.7,-3,-29,-5,98,-10
COc1cccc(NC(=O)Cn2c(=O)oc3ccccc32)c1,-2,0,-3,5.3,0,1,-10,84,6
C=CCN1C(=O)CSc2ccc(C(=O)OCC)cc21,-2,-3,0,1.3,-5,-5,-1,112,-2
Cc1cc(C)cc(C(=O)NCC(=O)OCC(=O)Nc2ccc(C)cc2Br)c1,2,0,-6,3.6,-10,11,-2,92,-2
O=C(NCc1ccco1)/C(=C\c1cccs1)NC(=O)c1ccccc1,-2,2,10,-0.1,1,2,2,89,21
CCc1nnc(NC(=O)[C@@H](NC(=O)c2ccc(C(C)(C)C)cc2)C(C)C)s1,-4,3,2,4.7,3,-8,12,104,-1
CCn1c(C)c(C(C)=O)c(N2CCN(C(=O)c3ccco3)CC2)nc1=S,-2,2,2,3.3,-3,-13,-2,94,-9
COc1cc(/C=C(\C#N)C(=O)Nc2ccccn2)ccc1O,34*,10,4,0.9,10,0,-8,123,-8
O=c1ccnc2n1COCS2,-2,2,5,-3.1,-3,-1,-2,94,-8

The list continues:
Below each SMILES: TPT1 inh | PP1 counter | EBNA-1 inh | PP5 primary | Fh CTSL1 inh | ZTA counter | core dimer inh | CR mimetic SO | JMJD2C inh
- COc1ccccc1N1CCN(CC(=O)Nc2cccc(F)c2)CC1
→ -4 | -1 | 17 | -2.6 | 1 | 10 | 1 | 97 | -31
- Cc1cccc(N2CCN(CC(=O)N(C3CCCC3)C3CCS(=O)(=O)C3)CC2)c1C (configuration not stated)
→ / | 0 | / | 1.6 | / | -2 | / | 115 | 3
- CCn1c(Cc2ccccc2)nnc1SCC(=O)Nc1ccc2c(c1)OCCO2
→ 1 | 0 | 29* | 0.8 | -1 | -1 | 3 | 92 | -1
- CC(C)C(=O)NNc1nc2ccccc2s1
→ -1 | -4 | -4 | -0.5 | -4 | 7 | -1 | 92 | 4
- Cc1cc(C)cc(N2Cc3ccccc3C2)c1
→ 8 | 10 | 2 | -1.5 | 2 | -3 | 62* | 92 | -27
- Cn1c2c(c(=O)n(C)c1=O)C(c1ccccc1Cl)CC(=O)N2 (configuration not stated)
→ 0 | 1 | 9 | 0.0 | -2 | -3 | -20 | 85 | -1
- CN1C(=O)CSc2ccc(NC(=O)N3CCC(N4CCCCC4)CC3)cc21
→ 1 | 1 | -2 | -0.7 | 1 | -4 | 0 | 98 | 3
- O=C(C1CCCN(S(=O)(=O)c2cccc3nsnc23)C1)N1CCc2ccccc21 (configuration not stated)
→ -3 | 8 | 0 | -9.0 | 7 | -6 | 6 | 104 | -2
- CN1CCN(C(=O)c2cnn3c(C(F)F)cc(C4CC4)nc23)CC1
→ -10 | 5 | -3 | 2.4 | -2 | -14 | 0 | 115 | 3
- CN1CCCN(S(=O)(=O)c2ccc3c(c2)OCCO3)CC1
→ 0 | -10 | -1 | 1.6 | 1 | 1 | -2 | 103 | -3
- COc1ccc(-c2cc(-c3ccccc3)c(C#N)c(=S)[nH]2)cc1
→ 2 | -2 | 3 | -0.7 | 9 | -15 | 28 | 69 | 5
- Brc1ccc(C2=Nc3ccccc3C(c3ccncc3)=NN2)cc1
→ 7 | -2 | -1 | -0.1 | 5 | -7 | 4 | 112 | -2
- O=C(COC(=O)c1ccco1)NCc1ccccc1Cl
→ 0 | -2 | 0 | -0.4 | -12 | 10 | 0 | 108 | 15
- COc1ccc(S(=O)(=O)N(C)c2c(C)n(C)n(-c3ccccc3)c2=O)cc1OC
→ 2 | -1 | -8 | -0.9 | 0 | 0 | -2 | 103 | 0
- Oc1cccc(/C=N/N2CCCCC2)c1O
→ -4 | -2 | -10 | 1.9 | -13 | -14 | -2 | 107 | 8
- CN(C)CCCNc1ncnc2sc(-c3ccccc3)cc12
→ -3 | 7 | 6 | 1.4 | 0 | -22 | -2 | 94 | 11
- Cc1ccc(N2C(=O)[C@@H]3C(c4cccnc4)=NO[C@@H]3C2=O)cc1
→ 1 | -1 | 2 | -1.6 | 4 | 12 | 4 | 100 | 7
- CCNC(=S)N(Cc1ccc2c(c1)OCO2)C1CC(=O)N(c2ccc(OC)cc2)C1=O (configuration not stated)
→ 5 | -4 | 12 | 3.9 | 2 | -18 | 2 | 99 | 17
- Cc1cc(C)n(CC(O)Cn2ccc3ccccc32)n1 (configuration not stated)
→ -4 | 0 | -3 | 1.3 | -4 | -26 | -11 | 99 | 8
- O=S(=O)(NCc1ccccc1)c1cccc2nsnc12
→ -3 | -2 | 5 | 0.6 | 5 | -3 | -6 | 99 | 0
- CSc1cccc(NC(=S)N(Cc2ccccc2)Cc2ccccn2)c1
→ -1 | 4 | -4 | 4.0 | 0 | -18 | 7 | 105 | -10
- COCCN1CCCC(CNCc2cn(C)nc2-c2ccc(Oc3ccccc3)cc2)C1 (configuration not stated)
→ 2 | -5 | -11 | 2.1 | 6 | 5 | 2 | 97 | 3
- Cc1cc2nc(CCN(C(=S)NCC(C)C)C3CCCC3)[nH]c2cc1C
→ -2 | 2 | -10 | 3.8 | 3 | 6 | 5 | 123 | 8
- Cc1[nH]c2ccccc2c1C(c1ccccn1)N1CCC(C)CC1 (configuration not stated)
→ 4 | -3 | 1 | 2.3 | -2 | -2 | -4 | 108 | -3
- Cc1cc(C)c(S(=O)(=O)N(C)CC(=O)NCCN2CCOCC2)c(C)c1
→ 2 | 1 | -14 | 2.0 | -2 | -1 | -10 | 93 | 0
